# LDHA inh = qHTS assay for inhibitors of human lactate dehydrogenase; activity change, % (values are at about 110 or 230 µM); purified LDHA, NADH/diaphorase-resazurin fluorescence; active compounds read low; L-lactate dehydrogenase A chain (Homo sapiens), P00338; 480,000 compounds, 0.15% hits; in the data active = activity change below about -30%; inconclusive = mostly about -25% to -30%;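 also: plate controls were DMSO wells for no effect and wells without enzyme for full effect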
#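 Remaining NADH was detected by diaphorase (0.133 mg/mL) converting 37 µM resazurin to fluorescent resorufin, read at 0 and 20 minutes. The preceding 5-minute room-temperature reaction used 2 nM LDHA, 0.2 mM sodium pyruvate and 0.06 mM NADH at pH 7.4.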
# ALOX12 inh = Primary qHTS assay for inhibitors of human arachidonate 12S-lipoxygenase (ALOX12): Round 2; Polyunsaturated fatty acid lipoxygenase ALOX12 (Homo sapiens), P18054; purified 12hLO, xylenol orange hydroperoxide absorbance; Potency, µM (titrated, usually from 108 µM), without a hit: at the top dose activity change, negative = inhibition, hits mostly inhibitors; 580,000 compounds, 1.1% hits; AID 1671190, 2021; also: potency is read from the fitted curve at half-maximal effect; % is scaled to controls: 0 for no effect and ±100 for the full control effect
#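 Hydroperoxide product was detected by ferrous iron/xylenol orange as the 573 to 405 nm absorbance ratio. Arachidonic acid at 40 uM (final) was turned over for 30 min at room temperature by 150 nM human 12hLO, pH 7.0 Hepes buffer, after 15 min compound preincubation.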
# RGS4 inh = Inhibitors of Regulator of G Protein Signaling (RGS) 4: qHTS | Regulator of G-protein signaling 4 (Homo sapiens), P49798 | Transcreener GDP fluorescence polarization, RGS4-accelerated GTP hydrolysis | Potency, µM (titrated, usually from 114 µM), for the others: at the highest dose activity change, negative = inhibition, usual class: inhibitors | 390,000 compounds, 0.039% hits; also: potency is read from the fitted curve at half-maximal effect; % is scaled to controls: 0 for no effect and ±100 for the full control effect; nearly all actives have a fitted effect of over 75% in size; some results filed as inactive show a strong effect at the top dose
# Target sequence (P49798 whole entry, looked up): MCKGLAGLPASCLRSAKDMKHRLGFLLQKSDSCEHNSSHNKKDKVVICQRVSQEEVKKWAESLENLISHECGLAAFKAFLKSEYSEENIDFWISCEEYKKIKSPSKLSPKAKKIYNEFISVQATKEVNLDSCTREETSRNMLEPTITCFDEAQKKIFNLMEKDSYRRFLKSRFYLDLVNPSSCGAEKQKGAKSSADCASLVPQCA
#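 MLSMR compounds (23 nl, pin-transferred) preincubated 10 min at room temperature with a 500nM (2x) first reagent, then RGS4 at 900nM (2x) plus Transcreener GDP mix added; fluorescence polarization (620/688 nm) read before and after 90 min at 30 °C.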
# Vif-A3G inh = qHTS for Inhibitors of Vif-A3G Interactions: qHTS. 410,000 compounds, 0.076% hits. HeLa A3G-eYFP + Vif (tagged APOBEC3G with the HIV-1 protein that degrades it), YFP fluorescence, overnight. DNA dC->dU-editing enzyme APOBEC-3G (Homo sapiens), Q9HC16. Potency, µM (highest dose often 46.1 µM), inactives show top-dose activity, negative = active, hits mostly inhibitors. AID 602310, 2012;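 also: potency is read from the fitted curve at half-maximal effect; % is scaled to controls: 0 for no effect and ±100 for the full control effect; nearly all actives have a fitted effect of over 60% in size; hits raise eYFP signal because A3G escapes Vif-driven loss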
# Target sequence (Q9HC16 whole entry, looked up): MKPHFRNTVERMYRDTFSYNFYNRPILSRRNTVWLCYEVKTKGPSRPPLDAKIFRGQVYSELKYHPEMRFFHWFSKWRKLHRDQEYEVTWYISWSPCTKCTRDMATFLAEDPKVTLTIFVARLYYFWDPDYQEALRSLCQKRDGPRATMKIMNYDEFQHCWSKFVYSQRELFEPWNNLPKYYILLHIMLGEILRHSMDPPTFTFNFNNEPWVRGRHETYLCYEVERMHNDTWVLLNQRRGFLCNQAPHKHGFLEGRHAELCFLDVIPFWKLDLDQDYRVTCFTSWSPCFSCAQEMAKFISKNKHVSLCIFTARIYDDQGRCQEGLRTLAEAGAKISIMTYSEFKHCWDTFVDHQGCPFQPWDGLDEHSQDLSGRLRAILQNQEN
#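 Read-out is eYFP fluorescence (Ex 488/Em 500-530) from Vif-expressing HeLa A3G-eYFP cells; more signal means A3G escaped Vif-mediated degradation. Cells plated overnight, compound pinned in, incubated overnight at 37 deg C.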
# Vif-A3F inh = qHTS for Inhibitors of Vif-A3F Interactions: qHTS; HeLa A3F-eYFP + Vif (tagged APOBEC3F with the HIV-1 protein that degrades it), YFP fluorescence increase; Potency, µM (doses to about 46.1 µM), without a hit: at the highest dose activity, negative = active; 390,000 compounds, 0.2% hits; also: potency is read from the fitted curve at half-maximal effect; % of control where 0% means no effect; nearly all actives have a fitted effect of over 65% in size
#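 HeLa cells stably expressing A3F-eYFP plus Vif, plated and incubated overnight at 37 deg C, then exposed to compounds overnight at 37 deg C. Blocked degradation read as raised yellow fluorescence (Ex 488/Em 500-530).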
# D2 agonist = HTS Assay for Allosteric Agonists of the Human D2 Dopamine Receptor: Primary Screen for Agonists | activation, % at 2 µM | 340,000 compounds, 0.53% hits | HEK293 T-REx D2 cells, calcium flux agonist mode | AID 485358, 2010 | D(2) dopamine receptor (Homo sapiens), P14416;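 active = activation over 3 SD above normal in the single-dose calcium agonist read, cut at about 30% in these data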; also: 0% is about no effect
# Target sequence (P14416 whole entry, looked up): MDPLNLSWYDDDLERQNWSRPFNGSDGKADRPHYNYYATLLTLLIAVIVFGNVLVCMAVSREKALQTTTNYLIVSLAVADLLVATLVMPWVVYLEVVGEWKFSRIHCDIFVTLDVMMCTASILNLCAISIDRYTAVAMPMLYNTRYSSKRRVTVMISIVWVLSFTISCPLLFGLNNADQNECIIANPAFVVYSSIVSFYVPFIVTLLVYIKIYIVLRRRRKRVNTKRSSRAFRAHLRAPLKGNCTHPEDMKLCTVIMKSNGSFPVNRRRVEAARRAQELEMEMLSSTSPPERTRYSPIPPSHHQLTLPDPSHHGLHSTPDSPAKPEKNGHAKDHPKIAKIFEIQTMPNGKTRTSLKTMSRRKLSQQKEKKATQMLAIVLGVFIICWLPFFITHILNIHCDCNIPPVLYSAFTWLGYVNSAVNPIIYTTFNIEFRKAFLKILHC
#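 In this primary screen, compounds producing a positive calcium signal within 180 s of addition to tetracycline-induced, force-coupled HEK293 Trex D2 cells are flagged; cells are dye-loaded with a no-wash calcium kit beforehand.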
# ERG-DNA inh = qHTS for Small Molecule Inhibitors of the ERG Ets/DNA interaction; fluorescence polarization, His-ERG Ets domain / labelled DNA; 370,000 compounds, 0.028% hits; AID 624246, 2012; Potency, µM (highest dose often 76.9 µM), for the others: top-dose FP activity, negative = inhibition, hits mostly inhibitors; active = well fitted inhibition curve with a large enough effect in the polarisation, with a control signal flat; inconclusive = small, poorly fitted or top-dose-only effect, or effect the other way, or a change in a side signal; inactive = no such curve, though single readings can be large or run the other way; the % refers to the polarisation;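 also: polarization taken with two DNA probes labelled with fluorescein and Texas red; potency is read from the fitted curve at half-maximal effect; % of control where 0% means no effect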
#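 His-tagged ERG Ets domain (1 uM in the protein solution; 300mM KCl, 50mM Tris-HCl, 1mM EDTA, 1mM DTT, pH 7.5) received compound, then a probe mix of 5 nM fluorescein-DNA and 100nM Texas-615-DNA. Fluorescence polarization was read for both dyes.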
# D2 antag = HTS Assay for Allosteric Antagonists of the Human D2 Dopamine Receptor: Primary Screen for Antagonists; HEK293 TREx D2 cells, calcium flux, dopamine EC80; inhibition, % at 10 µM; 340,000 compounds, 2% hits; in the data active = inhibition above about 30%; also: 0% is about no effect
#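 HEK293 T-REx D2 cells, tet-induced, calcium dye no-wash. Cpd pintool add, 180 s kinetic, then EC80 DA, 180 s kinetic. Ca flux read.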
# Glioma ERSR ind = qHTS for Inducers of the Endoplasmic Reticulum Stress Response (ERSR) in Human Glioma: qHTS; U87-MG GRP78 promoter luciferase reporter, 16 h; Potency, µM, without a hit: at the top dose activation, most hits filed as activators; 420,000 compounds, 0.02% hits; also: potency is read from the fitted curve at half-maximal effect; series mostly up to about 76 µM; % of control where 0% means no effect; nearly all actives have a fitted effect of over 35% in size
#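 ERSR induction read as luciferase luminescence (Bright-Glo, 10 min at room temperature) in stably transfected human U87-MG glioma cells exposed to compounds for 16 h, using GRP78 as sensor.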
# The depositor's hits bear a star; ? = inconclusive; / = not tested or not shown; [ ] = another dose, or the depositor's remark. Unless noted, calls follow the shape of the dose curve; as a rule, active = well fitted curve in the direction sought with a large enough effect; inconclusive = small, poorly fitted or top-dose-only effect, or another doubt; inactive = no such curve, though single readings can be large; an effect the other way counts as inactive or inconclusive.
SMILES,LDHA inh,ALOX12 inh,RGS4 inh,Vif-A3G inh,Vif-A3F inh,D2 agonist,ERG-DNA inh,D2 antag,Glioma ERSR ind
COc1ccc2c(c1)[nH]c1c(N3CCSCC3)ncnc12,-2,10%,-7%,-7%,2%,-0.3,0%,-6,-4%
COc1cc(C)ccc1S(=O)(=O)NC(=O)C1(C)CCN1C(=O)Cc1ccccc1Cl (configuration not stated),-4,-28%,/,1%,/,/,/,/,-1%
O=C(CNS(=O)(=O)c1ccccc1)N1CCc2ccccc2C1,-6,-12%,-35%,1%,2%,-2.9,3%,-7,1%
CCCc1[nH]nc2c1C(c1cc(OC)ccc1F)C(C#N)=C(N)O2 (configuration not stated),-3,?,-47%,0%,-4%,1.1,-5%,-49,-4%
CC(=O)c1ccc(N2C(=O)N(Cc3cc(C)ccc3C)c3ccccc3S2(=O)=O)cc1,-1,-18%,4%,-2%,3%,0.0,2%,/,-4%
Cc1c(C)n(CCc2c[nH]c3ccccc23)ccc1=O,0,49%[activator],-8%,-5%,3%,-2.1,-4%,-2,-1%
Cc1ccccc1NC(=S)NCc1ccc2c(c1)OCO2,-4,-27%,-30%,1%,-28%,0.4,-19%,-2,-2%
CC(=O)c1ccc(S(=O)(=O)Nc2ccc(-c3ccc4nnc(C)n4n3)cc2)cc1,1,-13%,-24%,0%,-5%,1.0,8%,-11,0%
COc1ccc(CNc2cccnc2)c(OC)c1OC,-2,0%,3%,8%,14%,/,-19%,/,-5%
CC(C)NC(=O)c1ccc(COc2ccc(C(C)(C)C)cc2)o1,-4,-2%,-6%[56.9 µM],2%,9%,-1.3,9%,-8,4%
CCS(=O)(=O)c1ccc2oc(SCC(=O)NC3CCCC(C)C3C)nc2c1 (configuration not stated),-3,0%,-19%,0%,-4%,0.8,4%,18,-5%
CCC(=O)N(c1ccc(F)cc1)C1C=CS(=O)(=O)C1 (configuration not stated),-7,0%,-5%,1%,-5%,-0.1,/,-13,3%
CC1C(c2ccccc2)=[N+]([O-])C2(CCCCC2)N1O (configuration not stated),-7,?,14%,-2%,2%,/,-11%,/,-1%
COc1ccc(NC(=O)CSc2nnc(N)s2)cc1S(=O)(=O)N1CCCCC1,-2,0%,6%,-6%,4%,/,1%,/,-5%
Nc1ccc(C(=O)N/N=C/c2cn(Cc3ccccc3F)c3ccccc23)cc1,-1,479%[activator],4%,-3%,5%,0.3,-1%,4,5%
COCc1cc(=O)[nH]c(Nc2nc3ccccc3o2)n1,5,-8%,-13%,0%,5%,-1.4,-2%,-19,-2%
CN1C(=O)Cc2cc(S(=O)(=O)CCC(=O)N3CCN(c4cccc(Cl)c4)CC3)ccc21,-19,-5%,9%,2%,3%,-0.1,10%,/,-3%
CCOC(=O)c1c(NC(=O)CCCN2CCOCC2)sc2c1CC(C)(C)OC2,-6,36%[activator],-32%,1%,-7%,-0.1,0%,9,-4%
Cc1ccc(OCc2occc2C(=O)O)cc1,-11,-22%,32%,8%,3%,/,8%,/,6%
CC(C)(C)Cc1c(-c2cccc(Cl)c2)nc2ccc(Cl)cn12,-1,?,/,-3%,/,/,/,/,-1%
COc1ccc(NC(=O)c2cc(C)nc3ccccc23)cc1S(=O)(=O)N1CCOCC1,-7,-25%,12%,-1%,-1%,/,-4%,/,-2%
Cc1noc(C)c1C(=O)Nc1ccc(C#N)cc1,-6,4%,11%,2%,3%,-0.2,10%,13,-5%
CCC(CC)c1nnc(NC(=O)c2cc(C(=O)OC)cc([N+](=O)[O-])c2)s1,-12,-1%,-32%,4%,10%,0.6,-7%,-2,-3%
Cc1cc(C)nc(N2CCC(C(=O)NCCc3ccc(F)cc3)CC2)n1,-7,16%,1%,3%,-1%,0.1,-7%,11,1%
Cc1nnc(SCC(=O)NC2CC2)n1-c1ccccc1,-4,-1%,11%,0%,-3%,-0.2,-9%,-4,13%
Cc1ccccc1N1C(=O)CN(Cc2sccc2C)C1=S,0,-24%,-6%,2%,0%,-0.6,-1%,-4,-3%
CCOc1ccccc1N(C)C(=O)Cn1cnc2sc(C)c(S(=O)(=O)N3CCC(C)CC3)c2c1=O,1,-12%,-10%,-4%,-4%,0.5,-1%,/,-1%
Cc1nn(S(=O)(=O)c2ccc(Cl)cc2)c(C)c1S(=O)(=O)N1CCOCC1,-4,-8%,3%,3%,-7%,0.7,-18%,1,-3%
CCCCOC(=O)N1CCOCCOCCOCCOCC1,-5,9%,-11%,2%,8%,0.3,-8%,0,-1%
CCOCCCn1c(=N)c(C(=O)NCC2CCCO2)cc2c(=O)n3cccc(C)c3nc21 (configuration not stated),1,-21%,-1%,5%,3%,-0.7,-7%,/,-5%
N#C/C(C(=S)Nc1ccccc1)=C1/NN=C(N2CCOCC2)N1c1ccccc1,-6,?,-24%,-11%,?,0.4,3%,6,-4%
CC1CCN(C(=O)CSc2nc(C(C)C)nc3c2c(=O)n(C)c(=O)n3C)CC1,0,-27%,-23%,-9%,1%,-1.2,-14%,-1,-3%
CC(C)C(=O)N1CCc2cc(-c3csc(N)n3)ccc21,1,-16%,-47%,-6%,0%,1.5,1%,-6,1%
Cc1onc(-c2c(F)cccc2Cl)c1C(=O)OCC(=O)NC1CC1,-2,-30%,-15%,1%,2%,1.3,-5%,-28,-1%
O=S(=O)(Nc1nc2ccccc2nc1Nc1ccccc1Br)c1ccccc1,-3,-26%,0%,-1%,1%,/,7%,/,-1%
Cc1nc2nc(NCc3cccc(Br)c3)[nH]n2c(=O)c1Cc1ccccc1,-1,-14%,-10%,-5%,-5%,-0.5,1%,/,-3%

# Entries of single compounds, quoted from the list. Order of values: LDHA inh	ALOX12 inh	RGS4 inh	Vif-A3G inh	Vif-A3F inh	D2 agonist	ERG-DNA inh	D2 antag	Glioma ERSR ind
# Profile of Cc1nnc(SCC(=O)NC2CC2)n1-c1ccccc1 : -4	-1%	11%	0%	-3%	-0.2	-9%	-4	13%
# Profile of N#C/C(C(=S)Nc1ccccc1)=C1/NN=C(N2CCOCC2)N1c1ccccc1 : -6	?	-24%	-11%	?	0.4	3%	6	-4%
# Profile of CCOCCCn1c(=N)c(C(=O)NCC2CCCO2)cc2c(=O)n3cccc(C)c3nc21 (configuration not stated) : 1	-21%	-1%	5%	3%	-0.7	-7%	/	-5%
# Profile of CCOc1ccccc1N(C)C(=O)Cn1cnc2sc(C)c(S(=O)(=O)N3CCC(C)CC3)c2c1=O : 1	-12%	-10%	-4%	-4%	0.5	-1%	/	-1%
# Profile of Cc1nc2nc(NCc3cccc(Br)c3)[nH]n2c(=O)c1Cc1ccccc1 : -1	-14%	-10%	-5%	-5%	-0.5	1%	/	-3%

# Next section:
SMILES,LDHA inh,ALOX12 inh,RGS4 inh,Vif-A3G inh,Vif-A3F inh,D2 agonist,ERG-DNA inh,D2 antag,Glioma ERSR ind
O=C(/C=C/c1cn(CC(O)CN2CCCCC2)c2ccccc12)c1cccs1 (configuration not stated),-3,?,-1%,?,?,20,6%,8,-1%
CCC(C)c1ccc(OCC(=O)Nc2ccc(Cl)cn2)cc1 (configuration not stated),0,-24%,-5%,0%,-8%,0.1,2%,-10,1%
Cc1cc(=O)c(C(=O)O)nn1-c1cccc(C(F)(F)F)c1,-8,-19%,6%,8%,-9%,/,4%,/,-7%
Cc1ccc(NC(=O)NCC(c2cccnc2)N2CCOCC2)cc1 (configuration not stated),-2,0%,-21%[56.9 µM],1%,0%,-0.1,2%,5,-1%
COc1ccccc1OCCCCN1CCC(C)CC1,-18,?,-5%,2%,12%,/,7%,/,-2%
CC(C)c1ccc(/C=C/C(=O)NC(=S)Nc2ccc(CN3CCOCC3)cc2)cc1,0,40µM*,-43%,-4%,?,28,-5%,-22,-3%
CC(=O)c1ccc(NC(=O)c2ccc(S(=O)(=O)N3CCCC3)cc2)cc1,1,2%,-29%,0%,3%,-0.3,/,9,4%
CC(=NNC(=S)N1CCC1)c1ccccn1,2,50µM*,-40%,?,8%,/,/,/,-3%
CC1CCCCN1C(=O)COC(=O)c1ccc(S(C)(=O)=O)c([N+](=O)[O-])c1 (configuration not stated),2,/,10%,-27%,/,/,/,/,-12%
CN=c1scc(-c2ccc(Cl)cc2)n1C,-2,-24%,-18%,2%,-2%,0.3,-2%,-7,-1%
CC1CCN(C(=O)Cn2cc(C#N)c3ccccc32)CC1,-4,0%,11%,-3%,-2%,0.0,-1%,-17,-1%

# Copied from the list.
# CCCc1[nH]nc2c1C(c1cc(OC)ccc1F)C(C#N)=C(N)O2 (configuration not stated) in ERG-DNA inh → -5%
# CCC(C)c1ccc(OCC(=O)Nc2ccc(Cl)cn2)cc1 (configuration not stated) in ALOX12 inh → -24%
# CC1CCCCN1C(=O)COC(=O)c1ccc(S(C)(=O)=O)c([N+](=O)[O-])c1 (configuration not stated) in Vif-A3G inh → -27%
# CC(C)C(=O)N1CCc2cc(-c3csc(N)n3)ccc21 in RGS4 inh → -47%

# An excerpt, so the mix of outcomes need not match the whole.
